# ATXN viability: Viability Counterscreen for Primary qHTS for Inhibitors of ATXN expression | S2 cells (HEK-293 line with an ATXN2-luciferase reporter) viability, CellTiter-Fluor protease fluorescence, 24 h | Potency, µM (highest dose often 56.7 µM), hits mostly cytotoxic | hit rate 0.49% among 400,000; further: potency means the concentration at half of the fitted maximal effect; nearly all actives have a fitted effect of over 40% in size
# MCF10A rerep: A quantitative high throughput screen for small molecules that induce DNA re-replication in MCF 10a normal breast cells | Potency, µM (top dose mostly 46.1 µM), for the others: at the top dose activity, positive = re-replication, actives largely listed as activators | MCF 10A DNA re-replication, Hoechst nuclear intensity, 48 h | hit rate 2.9% among 350,000; further: potency means the concentration at half of the fitted maximal effect; % of control where 0% means no effect; nearly all actives have a fitted effect of over 50% in size
# HT1080NT lethal: qHTS for induction of synthetic lethality in tumor cells producing 2HG: qHTS for the HT-1080-NT fibrosarcoma cell line | HT-1080-NT fibrosarcoma viability, CellTiter-Glo ATP luminescence, 48 h | Potency, µM (doses to about 46.1 µM), for the others: at the highest dose activity, negative = less viability, hits mostly cytotoxic | hit rate 1.6% among 360,000;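 further: NT is the 2HG producing partner of a matched IDH1 knockdown line; potency means the concentration at half of the fitted maximal effect; 0% = DMSO-treated cells and -100% = media-only wells without cells; nearly all actives have a fitted effect of over 55% in size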
#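 HT-1080-NT fibrosarcoma cells (2HG-overproducing), 750 cells/well in RPMI with 5% FBS, dosed after 2 h and incubated 48 h at 37C. CellTiter-Glo luminescence normalized to DMSO and no-cell wells; concentration-response curves fitted and classed.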
# SW480 rerep: A quantitative high throughput screen for small molecules that induce DNA re-replication in SW480 colon adenocarcinoma cells; SW480 DNA re-replication, Hoechst DNA content imaging, 48 h; hit rate 1.8% among 340,000; AID 624297, 2012; Potency, µM (titrated, usually from 46.1 µM), without a hit: top-dose re-replication activation, hits mostly activators; further: potency means the concentration at half of the fitted maximal effect; % of control where 0% means no effect; nearly all actives have a fitted effect of over 55% in size
#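 Hoechst fluorescence of nuclei (405 nm excitation, 500-530 nm emission) measured by plate-scanning imager after 48 hr compound exposure at 37 C; re-replication scored as increased number of nuclei with elevated intensity.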
# ATXN2 expr inh: Primary qHTS for Inhibitors of ATXN expression; hit rate 0.72% among 360,000; Potency, µM (highest dose often 57 µM), without a hit: top-dose activity change, negative = inhibition, hits mostly inhibitors; HEK-293 ATXN2-luciferase reporter, luminescence, 24 h; further: potency means the concentration at half of the fitted maximal effect; on the % scale 0 is the no-effect control and ±100 the full control effect; nearly all actives have a fitted effect of over 55% in size
#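 qHTS (up to 57 uM final) was run with 24 h compound exposure of reporter cells at 37 °C. Each well was multiplexed: SteadyGlo luminescence measured ATXN2-luciferase expression after a fluorogenic Gly-Phe-AFC viability readout (25 uM final).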
# HepG2 viability: qHTS for Inhibitors of TGF-b: Cytotox Counterscreen | HepG2 CAGA-GFP viability, ATP luminescence, 18 h | Potency, µM (highest dose often 46.1 µM), for inactives: at the top dose activity change, negative = cytotoxicity, hits mostly cytotoxic | hit rate 0.76% among 410,000; further: potency means the concentration at half of the fitted maximal effect; some results filed as inactive show a strong effect at the top dose
#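 HepG2 CAGA-GFP cells (1000/well, DMEM with 1% FBS) received compound, then TGF-beta at 500 pg/mL final, and were incubated 18 hours at 37 degrees C. Viability was read by CellTiter-Glo luminescence. Media-only wells were set as complete cell-killing and DMSO as no toxicity.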
# HT1080 IDH1KD tx: qHTS for induction of synthetic lethality in tumor cells producing 2HG: qHTS for the HT-1080-IDH1KD cell line; HT-1080 IDH1 knockdown viability, ATP luminescence, 48 h; Potency, µM (highest dose often 46.1 µM), for inactives: at the highest dose activity, negative = toxicity, most hits filed as cytotoxic; hit rate 2% among 360,000;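 further: potency means the concentration at half of the fitted maximal effect; 0% = DMSO wells and -100% = cell-free medium wells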
#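 Assay cells: HT-1080 with IDH1 knockdown, 750 per well, RPMI/5% FBS. Exposure: 48 h at 37 °C following 2 h pre-incubation. Read: CellTiter-Glo luminescence; fitted concentration-response, curve class assigned.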
# IL-1B inflam inh: qHTS for Inhibitors of Inflammasome Signaling: IL-1-beta AlphaLISA Primary Screen. THP-1 LPS/ATP IL-1B secretion, AlphaLISA, 16 h; hits give low values. activity change, % at 57.5 µM. hit rate 4.7% among 360,000. AID 743279, 2014; in the data active means activity change below about -50%; inconclusive means mostly about -30% to -49%; further: on the % scale 0 is the no-effect control and ±100 the full control effect
#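 Secreted IL-1B measured by AlphaLISA bead assay after 16 h compound exposure of THP-1 cells; compounds (final up to 57.5 uM) added 1 h before LPS (250 ng/mL) and ATP (1.25 mM) stimulation; lower signal means less secretion.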
# KB-3-1 tox: qHTS assay for MDR1-selective chemotherapeutics: Primary screen using the parental adenocarcinoma cell KB-3-1. KB-3-1 viability, CellTiter-Glo ATP luminescence, 72 h. Potency, µM (doses to about 46.1 µM), without a hit: top-dose activity change, negative = cytotoxic, usual class: cytotoxic. hit rate 1.4% among 400,000. AID 1347075, 2019; further: potency means the concentration at half of the fitted maximal effect; on the % scale 0 is the no-effect control and ±100 the full control effect; nearly all actives have a fitted effect of over 60% in size
#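 Luminescent ATP read-out (CellTiter-Glo) measures survival of drug-naive KB-3-1 cells after 72 h compound exposure at 37 °C. Titration series was screened from lowest to highest concentration, with DMSO vehicle plates as background controls.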
# * marks the source's active call; other numbers are inactive results; i = inactive; ? = inconclusive; / = not tested or not shown; & = joins results of further samples; [ ] = another dose, or the depositor's remark. Unless noted, the call rests on the fitted dose curve; in most records, active means well fitted curve in the direction sought with a large enough effect; inconclusive means small, poorly fitted or top-dose-only effect, or another doubt; inactive means no such curve, though single readings can be large; an effect the other way counts as inactive or inconclusive.
SMILES,ATXN viability,MCF10A rerep,HT1080NT lethal,SW480 rerep,ATXN2 expr inh,HepG2 viability,HT1080 IDH1KD tx,IL-1B inflam inh,KB-3-1 tox
COc1ccccc1NS(=O)(=O)c1cccc(NC(=O)c2cncc(Br)c2)c1,i,?,?,24%,-27%,-1%,?,-21,?
Fc1ccc(C2Nc3cccc4cccc(c34)N2)cc1,i,12%,-10%,8%,1%,-6%,-28%,-18,-3%
COC(=O)[C@H](c1ccccc1Cl)N1CCc2sccc2C1,i,10%,21%,?,-2%&8%,1%,0%,5,0%
Cc1noc(/C=C/N(C)C)c1S(=O)(=O)N1CCN(c2ccc(F)cc2)CC1,i,20%,-21%,11%,/,2%,-4%,-9,2%
Cc1cc(SCCOc2ccc(Br)cc2)nc(N)n1,i,-3%,-3%,-5%,2%,-5%,-17%,-18,-7%
COc1ccc(C(CNC(=O)c2cccc(S(=O)(=O)Nc3ccccc3OC)c2)N2CCOCC2)cc1 (stereo unspecified),i,0%,-1%,-3%,3%,-10%,0%,0,-7%
CN(C)c1ccc(/C=C(/C#N)C(=O)Nc2nc3c(s2)CCN(Cc2ccccc2)C3)cc1,i,3%,0%,7%,-23%,-12%,-4%,-3,/
COc1ccc(-c2cc3nc(NCc4ccc(C)cc4C)n(C)c(=O)c3s2)cc1OC,i,/,-2%,/,3%,-8%,14%,49,15µM*
CC(C)(C)c1ccc(OCc2cc(=O)n3c4c(sc3n2)CCCC4)cc1,i,/,/,/,5%,1%,/,/,22%
COc1ccc(/C=C/C(=O)N2CCN(c3ccccn3)CC2)c2ccccc12,i,12%,-28%,-11%,-4%,6%,-2%,-7,-1%
Cc1ccc(CN(C(=O)c2csnn2)C(C(=O)NC2CCCC2)c2cccnc2)cc1 (stereo unspecified),i,-1%,-1%,?,7%,0%,0%,-17,1%
C/C(=N\NC(=S)NCc1ccccc1)c1ccc(C(C)(C)C)cc1,i,?,-26%,4%,7%,-19%,?,-27,-21%
O=C(COC(=O)C1C2CC3OC(=O)C1C3C2)Nc1cccc(C(F)(F)F)c1 (stereo unspecified),i,8%,21%,-7%,7%,-15%,11%,-4,0%
O=C(Nc1cccc2ccccc12)c1ccc(Cn2cc(Cl)cn2)cc1,i,2%,-17%,-1%,-4%,-15%,-11%,-1,9%
CCOC(=O)CNC(=O)OC1CCN2Cc3ccccc3N=C12 (stereo unspecified),i,1%,-12%,0%,-12%,-15%,14%,8,1%
Cc1ccc(-c2nc(SCC(=O)N(C)C3CCS(=O)(=O)C3)[nH]c2-c2ccc(C)cc2)cc1 (stereo unspecified),i,0%,-28%,-3%,-22%,-15%,?,-30,?
COc1cc(S(=O)(=O)N(Cc2cccnc2)Cc2ccco2)ccc1-n1cnnn1,i,26%,0%,2%,-14%,0%,-10%,10,8%
O=C(CCn1c(=S)oc2ccccc21)NCCC1=CCCCC1,i,12%,-1%,4%,-24%,23%,-1%,-9,-3%
C/C(=N/NC(=O)c1ccccn1)c1ccncc1,i,-10%,6%,-5%,9%,1%,10%,-6,-11%
Cc1cccc(C(=O)NCC(=O)OCc2cc(=O)n3nc(C4CCCCC4)sc3n2)c1,i,/,/,/,6%,6%,/,/,?

# Twelve compounds already listed, sorted by formula weight, ascending:
SMILES,ATXN viability,MCF10A rerep,HT1080NT lethal,SW480 rerep,ATXN2 expr inh,HepG2 viability,HT1080 IDH1KD tx,IL-1B inflam inh,KB-3-1 tox
C/C(=N/NC(=O)c1ccccn1)c1ccncc1,i,-10%,6%,-5%,9%,1%,10%,-6,-11%
Fc1ccc(C2Nc3cccc4cccc(c34)N2)cc1,i,12%,-10%,8%,1%,-6%,-28%,-18,-3%
C/C(=N\NC(=S)NCc1ccccc1)c1ccc(C(C)(C)C)cc1,i,?,-26%,4%,7%,-19%,?,-27,-21%
O=C(Nc1cccc2ccccc12)c1ccc(Cn2cc(Cl)cn2)cc1,i,2%,-17%,-1%,-4%,-15%,-11%,-1,9%
CC(C)(C)c1ccc(OCc2cc(=O)n3c4c(sc3n2)CCCC4)cc1,i,/,/,/,5%,1%,/,/,22%
COc1ccc(/C=C/C(=O)N2CCN(c3ccccn3)CC2)c2ccccc12,i,12%,-28%,-11%,-4%,6%,-2%,-7,-1%
O=C(COC(=O)C1C2CC3OC(=O)C1C3C2)Nc1cccc(C(F)(F)F)c1 (stereo unspecified),i,8%,21%,-7%,7%,-15%,11%,-4,0%
Cc1noc(/C=C/N(C)C)c1S(=O)(=O)N1CCN(c2ccc(F)cc2)CC1,i,20%,-21%,11%,/,2%,-4%,-9,2%
COc1cc(S(=O)(=O)N(Cc2cccnc2)Cc2ccco2)ccc1-n1cnnn1,i,26%,0%,2%,-14%,0%,-10%,10,8%
COc1ccc(-c2cc3nc(NCc4ccc(C)cc4C)n(C)c(=O)c3s2)cc1OC,i,/,-2%,/,3%,-8%,14%,49,15µM*
Cc1cccc(C(=O)NCC(=O)OCc2cc(=O)n3nc(C4CCCCC4)sc3n2)c1,i,/,/,/,6%,6%,/,/,?
Cc1ccc(-c2nc(SCC(=O)N(C)C3CCS(=O)(=O)C3)[nH]c2-c2ccc(C)cc2)cc1 (stereo unspecified),i,0%,-28%,-3%,-22%,-15%,?,-30,?

# The list continues:
SMILES,ATXN viability,MCF10A rerep,HT1080NT lethal,SW480 rerep,ATXN2 expr inh,HepG2 viability,HT1080 IDH1KD tx,IL-1B inflam inh,KB-3-1 tox
Cc1cc(C)n(CC(C)C(=O)O)n1 (stereo unspecified),i,24%,21%,?,-31%,-1%,12%,-79*,30%
CCOc1ccc(CCNS(=O)(=O)c2cc3c(cc2C)NC(=O)CO3)cc1OCC,i,-3%,8%,4%,-15%,-17%,1%,-23,12%
O=C(Nc1ccc(Cl)cc1)C1CCN(C(=O)c2cccs2)CC1,i,-3%,-3%,5%,-11%,2%,-17%,-13,-8%
Cc1nnc(SCC(=O)Nc2ccc(O)cc2)c2ccccc12,i,?,-12%,?,0%,-19%,1%,-98*,5%
COc1ccc(NC(=O)c2sccc2SCC#N)cc1,i,1%,5%,-9%,46%[activator],-31%,3%,-14,1%
OC1(c2ccc(Cl)cc2)CCN(Cc2cn[nH]c2-c2ccccc2)CC1,i,2%,?,-3%,-36%,-29%,?,-53*,-2%
CC(=O)N1CCC(N(CCCOC(C)C)C(=O)Nc2ccc(C)c(C)c2)CC1,i,-5%,1%,-1%,-10%,-18%&10%,6%,-14,9%
CCCOC(=O)C1C2C=CC(C3CC23)C1C(=O)OCC(=O)c1ccccc1 (stereo unspecified),i,?,-4%,?,-10%,-4%,-8%,-20,?
CCOc1ccccc1NC(=O)c1ccc(F)c(S(=O)(=O)N2CCC3(CC2)OCCO3)c1,i,-4%,1%[9.24 µM],-1%,-3%,-28%,-3%,-16,-22%
Cn1c(C23CC4CC(CC(C4)C2)C3)n[nH]c1=S,i,2%,2%,?,0%,-5%,0%,21,-7%
CCOc1cc(S(=O)(=O)NC2CCCC2)ccc1Cl,i,-5%,-15%,1%,5%,-3%,-11%,7,-3%
CCOC(=O)c1cc(C(=O)Nc2cccc(C)c2)nn1C,i,1%,?,-9%,41%[activator],-35%,?,-16,-1%
Cc1sc2ncnc(SC(C)C#N)c2c1C (stereo unspecified),i,21%,-16%,?,-12%,-28%,-9%[9.24 µM],9,10%
O=C(CN1CCCC1)Nc1ccc(F)cc1,i,3%,17%,-49%[inhibitor],2%,27%,10%,8,13%
CCCCCCC(=O)N(O)C1CC(=O)N(c2ccc(Br)cc2)C1=O (stereo unspecified),i,?,?,?,-21%,-21%,16µM*,-82*,-11%
CC(=O)Nc1ccc(Sc2ncccc2C(=O)Nc2ccc(OC(F)(F)F)cc2)cn1,i,-6%,-10%,-3%,8%,-2%,-2%,17,9%
COCCNC(=O)C(C)OC(=O)c1cc2occc2n1C (stereo unspecified),i,7%,-1%,16%,-5%,-5%,0%,22,-8%
COC(=O)C1(C)NC(c2cccc(C)c2)C2C(=O)N(c3ccc(F)cc3)C(=O)C21 (stereo unspecified),i,-6%,2%,?,3%,1%,10%,14,-17%
[O-][n+]1cccc2c(Br)cc(Br)c(O)c21,i,?,-6%,2%,-20%,-10%,-7%,-62*,?
CCCCn1nnnc1C1(C)CCC(=O)N1C1CC1 (stereo unspecified),i,/,13%,/,10%,/,6%,19,8%
O=C(O)COc1ccc2c(c1)O/C(=C\c1ccco1)C2=O,i,-1%,4%,-6%,-6%,-16%,9%,0,9%
CN(Cc1ccccc1)S(=O)(=O)c1ccc(Cl)c(C(=O)NCCCN2CCOCC2)c1,i,?,3%,8%,3%,-1%,8%,22,-6%
COc1cc2ccccc2cc1C(=O)Nc1ccc(N2CCN(C(=O)C(C)C)CC2)cc1,?,-13%,18%,-2%,/,-7%,0%,2,8%
S=C(NCc1cccnc1)Nc1ccc2c(c1)OCO2,i,-1%,6%,15%,8%,1%,6%,12,0%
CC(C)c1csc(CN2CCC(C(=O)Nc3cccc(-c4ccco4)c3)CC2)n1,?,/,-5%,/,/,-39%,-15%,-28,-6%

# Assay outcomes as filed in PubChem BioAssay.
